RGS4 block: RGS4 inhibitors, primary screen, cell-based, HEK293 M3R inducible RGS4, calcium flux; Regulator of G-protein signaling 4 (Homo sapiens), P49798; Fluo-4 calcium flux; active compounds read high; triggered by carbachol at its EC20; B-score at 10 µM; 310,000 tested, 0.45% active; AID 463165, 2010;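 active = B-score, a plate-corrected calcium signal, over three deviations above library mean, with baseline fluorescence within five deviations of library mean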;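 also: RGS4 expression induced by doxycycline in cells with stable M3 receptor; B-score is computed from the integrated fluorescence ratio over baseline after carbachol; higher B-score means a larger calcium signal and so more RGS4 inhibition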
Target sequence (P49798 whole entry, looked up): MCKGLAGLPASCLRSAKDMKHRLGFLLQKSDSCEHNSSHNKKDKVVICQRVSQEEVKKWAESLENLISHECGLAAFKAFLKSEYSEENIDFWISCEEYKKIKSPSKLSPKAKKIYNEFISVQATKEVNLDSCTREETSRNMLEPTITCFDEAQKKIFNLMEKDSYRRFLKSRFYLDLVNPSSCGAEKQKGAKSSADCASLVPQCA
MrgX1 allo act: positive allosteric modulators of MrgX1, primary screen, HEK293 cells, Fluo-4 calcium flux | Mas-related G-protein coupled receptor member X1 (Homo sapiens), Q96LB2 | FDSS; active compounds read high | B-score at 10 µM | 310,000 tested, 0.63% active | AID 588675, 2011;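 active = plate-corrected calcium response at least 3 library SD above typical, normal starting fluorescence, not activating the receptor alone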;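 also: compound read alongside a low EC10 to EC30 dose of BAM8-22 agonist; peak minus trough fluorescence over baseline measured at the second addition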
Target sequence (Q96LB2 whole entry, looked up): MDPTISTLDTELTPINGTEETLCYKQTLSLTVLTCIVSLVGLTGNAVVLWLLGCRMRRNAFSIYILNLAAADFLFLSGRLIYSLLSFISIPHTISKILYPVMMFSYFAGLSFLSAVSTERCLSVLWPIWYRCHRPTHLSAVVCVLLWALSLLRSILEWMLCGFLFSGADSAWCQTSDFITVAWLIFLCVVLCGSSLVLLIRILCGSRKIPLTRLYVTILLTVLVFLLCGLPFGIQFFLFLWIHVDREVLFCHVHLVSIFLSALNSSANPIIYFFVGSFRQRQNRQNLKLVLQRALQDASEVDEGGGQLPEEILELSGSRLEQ
SKKanGAS inh: S. pyogenes SKKanGAS growth inhibitors in kanamycin, primary screen, streptokinase expression inhibitor project, SKKanGAS strain, BacTiter-Glo luminescence | 6 h | inhibition, % at 7.5 µM | AID 1662, 2009 | 300,000 tested, 1.3% active;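 active = mean replicate score, as percent of positive control median, at least 50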;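 also: strain carries kanamycin resistance gene driven by streptokinase promoter and grows in 40 µg/ml kanamycin; loss of luminescence reflects streptokinase promoter inhibition or plain growth inhibition; 0% = median of DMSO wells and 100% = positive control at its reference dose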
ANO1 activ: TMEM16A chloride channel activators or potentiators, primary screen, cell-based, HTS | HEK293 TMEM16A/YFP-H148Q/I152L, iodide quench fluorescence; active compounds read low | B-score at 10 µM | 340,000 tested, 0.3% active | AID 623877, 2012;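 active = fluorescence-ratio B-score plate-corrected deviation score at least 3 library SD below zero, with starting fluorescence score within 5 deviations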;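 also: channel opened by trigger with iodide after compound preincubation; score built on the fluorescence ratio of max minus min over baseline; more negative score means more quench and so TMEM16A activation or potentiation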
HDAC3 inhib: HDAC3 deacetylase inhibitors, primary screen, biochemical, fluorescence, cell-free homogeneous; recombinant HDAC3, fluorogenic peptide/trypsin coupled; Histone deacetylase 3 (Homo sapiens), O15379; 320,000 tested, 0.15% active; inhibition, % at 8.3 µM; AID 2718, 2010; in the data active = inhibition above about 26%, passing the limit was not always enough
Target sequence (O15379 whole entry, looked up): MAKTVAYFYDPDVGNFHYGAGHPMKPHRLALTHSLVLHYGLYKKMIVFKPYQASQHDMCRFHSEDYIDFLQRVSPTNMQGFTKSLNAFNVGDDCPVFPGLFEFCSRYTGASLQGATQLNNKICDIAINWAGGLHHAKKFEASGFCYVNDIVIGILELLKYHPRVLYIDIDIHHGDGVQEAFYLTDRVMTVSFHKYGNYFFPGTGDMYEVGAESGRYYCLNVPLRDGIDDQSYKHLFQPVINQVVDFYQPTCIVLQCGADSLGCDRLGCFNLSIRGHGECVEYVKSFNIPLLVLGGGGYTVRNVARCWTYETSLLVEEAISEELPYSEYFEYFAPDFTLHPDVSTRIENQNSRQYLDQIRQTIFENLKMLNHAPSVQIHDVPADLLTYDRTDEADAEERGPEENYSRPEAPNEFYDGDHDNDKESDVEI
TRPC6 act: mouse TRPC6 channel activators, primary screen, cell-based, HEK293, membrane potential dye. Short transient receptor potential channel 6 (Mus musculus), Q61143. HEK293-TRPC6 membrane potential dye fluorescence; active compounds read high. B-score at 10 µM. 310,000 tested, 0.13% active;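 active = B-score of the integrated fluorescence ratio above library mean plus 3 SD, and starting fluorescence ratio within library mean plus 5 SD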;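 also: higher score means more depolarization so channel activation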
MrgX1 antagonist: antagonists of human MrgX1 receptor, primary screen, HEK293 cells, Fluo-4 calcium flux; 310,000 tested, 1.3% active; B-score at 10 µM; BAM8-22 antagonism; active compounds read low;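 active = calcium-response B-score plate-corrected more than 3 library SD below zero, starting fluorescence within 5 deviations, no agonist response on first addition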;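 also: peak minus trough fluorescence over baseline after final BAM8-22 challenge near maximal dose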
TRPC6 inhibitor: mouse TRPC6 channel inhibitors, primary screen, cell-based, HEK293, membrane potential dye | 310,000 tested, 1.1% active | ACh-evoked depolarization; active compounds read low | B-score at 10 µM | Short transient receptor potential channel 6 (Mus musculus), Q61143;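 active = B-score under library mean minus 3 SD, initial fluorescence not abnormally high, positive integrated signal ratio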;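 also: B-score derived from integrated fluorescence ratio over the kinetic read; more negative B-score means stronger inhibition of depolarization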
RGS4 pot: RGS4 potentiators or activators, primary screen, cell-based, HEK293 M3R inducible RGS4, calcium flux; 310,000 tested, 0.92% active; B-score at 10 µM; carbachol calcium flux Fluo4; active compounds read low;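 active = B-score of the integrated calcium signal more than 4 SD below the library mean, with starting fluorescence not abnormally high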;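 also: negative B-score means reduced calcium response which marks RGS4 activation or potentiation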
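System – HEK293 FlpIn-TREx cells, stable M3R, doxycycline-inducible RGS4 · Reagent – ECmax carbachol challenge · Times – compound preincubation 20 min at room temperature before agonist · Technique – Fluo4 fluorescence kinetic imaging of calcium · Measure – B score of integrated Fluo4 ratio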
MrgX1 ag: agonists of human MrgX1 receptor, primary screen, HEK293 cells, Fluo-4 calcium flux | Fluo-4 calcium fluorescence, agonist mode; active compounds read high | Mas-related G-protein coupled receptor member X1 (Homo sapiens), Q96LB2 | B-score at 10 µM | 310,000 tested, 0.44% active;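 active = calcium response B-score plate-corrected fluorescence ratio at least 3 library SD, with starting fluorescence B-score inside 5 SD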
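Test system: HEK293 cells stably expressing human MrgX1 receptor; Input: fifteen thousand cells per well; Dosing: compound delivered in addition one of three; Schedule: overnight seeding, then 1 h dark dye loading; Technique: Fluo-4 NW calcium fluorescence; Measure: B-scored fluorescence response ratio; Controls: positive and negative controls per plate.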
ANO1 block: TMEM16A chloride channel inhibitors, primary screen, cell-based, HTS. Anoctamin-1 (Mus musculus), Q8BHY3. HEK293 TMEM16A/YFP iodide influx fluorescence, ionomycin. normalized B-score (activity score, 25-100; higher = stronger inhibition) at 10 µM. 310,000 tested, 1.2% active. AID 588511, 2011;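 active = ratio plate-corrected score three or more library SD toward inhibition, starting fluorescence score within five deviations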;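 also: score derived from kinetic fluorescence span divided by baseline fluorescence per well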
* marks the source's active call; other numbers are inactive results; i = inactive; nt = no result given. Compounds as they come; any-hit rate near 6.7%.

structure	RGS4 block	MrgX1 allo act	SKKanGAS inh	ANO1 activ	HDAC3 inhib	TRPC6 act	MrgX1 antagonist	TRPC6 inhibitor	RGS4 pot	MrgX1 ag	ANO1 block
COCCNC(=O)c1cc2c(s1)-c1ccc(Cl)cc1SC2	i	i	10	i	3	i	i	i	i	i	i
CCOC(=O)c1c(C)[nH]c(C)c1S(=O)(=O)NCCc1sccc1C	i	i	-16	i	11	i	i	i	i	i	i
O=C(c1cc2cc(Cl)ccc2[nH]1)N1CCN(c2ccccn2)CC1	i	i	6	i	1	i	i	i	i	i	i
C[C@@H](NC(=O)c1nc[nH]c1C(=O)N[C@@H](CCCCNC(=O)OC(C)(C)C)C(=O)OC(C)(C)C)c1ccccc1	i	i	21	i	34*	i	i	i	i	i	i
Cc1ccc(/C=N/N2CCN(Cc3ccccc3)CC2)s1	i	i	3	i	6	i	i	i	i	i	i
CCCCN(C(=O)c1c(CC)noc1C)c1c(N)n(CCCC)c(=O)[nH]c1=O	i	i	0	i	1	i	i	i	i	i	i
CC(NC(=O)C1CCCC1)c1ccc(Br)cc1 (stereo unspecified)	i	i	2	i	3	i	i	i	i	i	i
CCN1C(=NCC(C)C)N[C@@H](CCc2ccccc2)[C@H](C(=O)NCC(C)C)[C@H]1C	i	i	2	i	-2	i	i	i	i	i	i
CCOC(=O)C1=C(C)Nc2nnnn2C1c1ccc(OC)c(Br)c1 (stereo unspecified)	i	i	1	i	1	i	i	i	i	i	i
COc1ccc(S(=O)(=O)N(CCc2ccccc2)CC(=O)N/N=C/c2ccc3c(c2)OCO3)cc1	i	i	29	i	4	i	i	i	i	i	i
CC(C)N1CC(C(=O)Nc2cccc([N+](=O)[O-])c2)CC1=O (stereo unspecified)	i	i	-2	i	5	i	i	i	i	i	i
O=C(Nc1ccc(Cl)cc1)Nc1ccc(N2CCCC2)c(S(=O)(=O)Nc2ccccc2Cl)c1	i	i	4	i	4	i	-6*	i	i	i	i
CCOc1ccc(CCNC(=O)C2CCN(S(=O)(=O)N3CCOCC3)CC2)cc1OCC	i	i	-15	i	2	i	i	i	i	i	i
NS(=O)(=O)c1cccc(NC(=O)CC2(CC(=O)O)CCCC2)c1	i	i	8	i	-1	i	i	i	i	i	i
CCCOc1ccc(-c2c(C(=O)N/N=C/c3ccco3)nnn2-c2nonc2N)cc1	i	i	-3	i	-14	i	i	i	i	i	i
COC(=O)c1ccc(-n2c(C)nc(=O)c(-c3ccccc3)c2C)cc1	i	i	6	i	-3	i	i	i	i	i	i
COc1cc2c(cc1OC)C(c1c(Cl)cccc1Cl)NC(=O)C2 (stereo unspecified)	i	i	15	i	1	i	i	i	i	i	i
CN(Cc1ccccc1F)C(=O)CCCNC(=O)c1ccc(Cl)cc1	i	i	-6	i	7	i	i	i	i	i	i
CC(=O)Nc1nc2ccccc2n1CCOc1ccccc1Cl	i	i	19	i	-5	i	i	i	i	i	i
Cc1ccc(CCNC(=O)CNC(=O)c2cccs2)cc1	i	i	-2	i	0	i	i	i	i	i	i
O=C1NCC(c2ccccc2)C1C(=O)N/N=C\c1ccc(-c2cccc(Cl)c2Cl)o1 (stereo unspecified)	i	i	31	i	6	i	i	i	i	i	i
CC(=O)c1c(N2CCOCC2)nc(=O)n(-c2ccccc2)c1C	i	i	-4	i	2	i	i	i	i	i	i
NCCOc1cnn(-c2ccccc2Cl)c(=O)c1Cl	i	i	-2	i	0	i	i	i	i	i	i
CC(C)(C)c1nnc(NC(=O)Cc2ccccc2[N+](=O)[O-])s1	i	i	-1	i	0	i	i	-6.4*	i	i	i
CCOc1nc(NCCC2=CCCCC2)nc(N2CCOCC2)n1	i	i	-8	nt	-3	i	i	i	i	i	i
CCOc1cc(N2CCOCC2)c(OCC)cc1NC(=O)CN1C(=O)NC(CC(C)C)C1=O (stereo unspecified)	i	i	-4	i	0	i	i	i	i	i	i
Cc1cc(-c2csc(NC(=O)c3ccc(S(=O)(=O)N(C)C)cc3)n2)c(C)n1-c1ccccc1	i	i	7	i	-7	i	i	i	i	i	i
CN(C)/C=N/C(=S)Nc1ccc(Cl)c(Cl)c1	i	i	-1	i	1	i	i	i	i	i	i
CCCCC(=O)Nc1cccc(NC(=S)NC(C)=O)c1	i	i	-11	i	6	i	i	i	i	i	i
COc1ccc(C(C(=O)NC2CCCCC2)N(C(=O)c2sc(C)nc2C)c2ccccc2)cc1 (stereo unspecified)	i	i	-10	i	-1	i	i	i	i	i	i
CC(C)n1c(CN(C)c2ccccc2)nc2ccccc21	i	i	1	i	-1	i	i	i	i	i	i
CCOc1ccc(-c2nc(C#N)c(N3CCCCCC3)o2)cc1	i	i	1	i	-7	i	i	i	i	i	i
Cc1cc(C)cc(NC(=O)C2CCCN2C(=O)Oc2ccccc2)c1 (stereo unspecified)	i	i	-5	i	-2	i	i	i	i	i	i
Cc1nn(Cc2cccc(Oc3ccccc3)c2)c(C)c1NC(=O)NC12CC3CC(CC(C3)C1)C2	i	i	25	i	-1	i	i	i	i	i	i
CCOc1ccc(S(=O)(=O)Nc2ccncc2)c(C)c1C	i	i	-1	i	8	i	i	i	i	i	i
Cn1c(O)c(N=NC(=O)Cn2c(C(F)(F)F)nc3ccccc32)c2ccccc21	i	i	-9	i	3	i	i	i	i	i	i
Cc1oc2c(c(C)cc3oc(=O)c(CC(=O)N[C@@H](CCCNC(N)=O)C(=O)O)c(C)c32)c1C	i	i	-6	i	-3	i	i	i	i	i	i
Cc1sc(NC(=O)CSc2nnc(-c3ccc(F)cc3)o2)c(C#N)c1C	i	i	0	i	-11	i	i	i	i	i	i
COc1ccc2nc3c(c(-c4ccccc4)c2c1)CCC3	i	i	5	i	-1	i	i	i	i	i	i
CCOC(=O)C(C)OC(=O)C1=C(C)NC(=O)NC1c1ccc2c(c1)OCO2 (stereo unspecified)	i	i	-6	i	-1	i	i	i	i	i	i
COc1cc(NS(=O)(=O)c2ccc(NC(=O)c3ccc(C)o3)cc2)nc(OC)n1	i	i	7	i	4	i	i	i	i	i	i
C#CCN(C)CC/C=C1\c2ccccc2CSc2ccccc21	i	i	37	i	2	i	i	i	-8.7*	i	i
CC(=O)N(CCC1(C(C)C)CCOC(C)(C)C1)Cc1ccco1 (stereo unspecified)	i	i	0	i	4	i	i	i	i	i	i
O=C(Nc1ccc2c(c1)C(=O)NC2=O)c1ccccc1	i	i	-4	i	-21	i	i	i	i	i	i
CC1CCCCN1S(=O)(=O)c1ccc([N+](=O)[O-])cc1 (stereo unspecified)	i	i	0	i	-2	i	i	i	i	i	i
CNC(=O)c1ccsc1NC(=O)c1sc2ccccc2c1Cl	i	i	23	i	-1	i	i	i	i	i	i
O=C(NCc1ccccc1)/C(=C/c1ccco1)NC(=O)c1ccco1	i	i	4	i	-11	i	i	i	i	i	i
COC(=O)c1ccccc1NC(=O)CSc1nnc(-c2ccc(C)cc2)o1	i	nt	-1	nt	nt	i	nt	i	i	nt	nt
O=C(c1cccnc1Nc1ccc2c(c1)CCC2)N1CCOCC1	i	i	-3	i	0	i	i	i	i	i	i
O=C(/C=C/c1ccc(F)cc1)Nc1ccc2[nH]c(=O)[nH]c2c1	i	i	-1	i	10	i	i	i	i	i	i
COC(=O)c1ccc(/C=N/N2CCN(Cc3ccc(Cl)cc3)CC2)cc1	i	i	-3	i	-6	i	i	i	i	i	i
O=C(NC(=S)N1CCN(c2nc(-c3ccccc3)cs2)CC1)c1cncc(Br)c1	i	i	77*	i	9	i	i	i	i	i	i
COC(=O)/C(C#N)=C/c1c[nH]c2ccccc12	i	i	-7	i	7	i	i	i	i	i	i
O=C(NCc1ccccc1OC(F)(F)F)C1CCC(=O)N(CCc2ccccn2)C1 (stereo unspecified)	i	i	-1	i	5	i	i	i	i	i	i
CC(C)n1nnnc1SCC(=O)NNC(=O)C1CCCCC1	i	i	-7	i	-1	i	i	i	i	i	i
O=C(NCc1ccco1)C12CN(Cc3ccccc3)CC1C(c1cccc([N+](=O)[O-])c1)=NO2 (stereo unspecified)	i	i	10	i	2	i	i	i	i	i	i

Next section
structure	RGS4 block	MrgX1 allo act	SKKanGAS inh	ANO1 activ	HDAC3 inhib	TRPC6 act	MrgX1 antagonist	TRPC6 inhibitor	RGS4 pot	MrgX1 ag	ANO1 block
CCCOc1ccc(NC(=O)CC2C(=O)N(CC)C(=S)N2Cc2cccs2)cc1 (stereo unspecified)	i	i	3	i	20	i	i	i	i	i	i
CCOc1ccc(C(=O)Nc2ccccc2N2CCOCC2)cc1	nt	i	-4	i	-3	nt	i	nt	nt	i	i
COc1ccc(NC(=S)NC(=O)c2cncc(Br)c2)c(OC)c1	i	i	-7	i	-4	i	i	i	i	i	i
COc1cccc(NS(=O)(=O)c2ccc3[nH]cc(C(=O)NCCCOC(C)C)c(=O)c3c2)c1	i	i	-7	i	1	i	i	i	i	i	i
O=C(CC(SCCO)c1ccc(F)cc1)c1ccco1 (stereo unspecified)	i	i	-1	i	5	i	i	i	i	i	i
N#Cc1cnc2cc(-c3ccccc3)nn2c1N	i	i	-7	i	-8	i	i	i	i	i	i

Screening results as filed in PubChem.
